# FLuc counter = inhibits or activates purified firefly luciferase, miR-21 counter-screen; P08659; purified FLuc, Km substrates, luminescence inhibition; Potency, µM (highest dose often 57.5 µM), for the others: top-dose activity change, negative = inhibition, hits mostly inhibitors; 360,000 tested, 6.9% active; AID 588342;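 further: potency means the concentration at half of the fitted maximal effect; plate controls were vehicle for no effect and reference inhibitor for full effect; nearly all actives have a fitted effect of over 55% in size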
#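 Purified P. pyralis luciferase, 10 nM final, with Km-level 10 uM D-luciferin and 10 uM ATP in 50 mM Tris acetate pH 7.5, 10 mM Mg acetate, 0.01% Tween-20, 0.05% BSA; 6-point qHTS titration about 60 µM downward; luminescence read.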
# PKM2 act = PKM2 (human) enzyme activation; P14618; purified PKM2, Kinase-Glo ATP luminescence, activation; response scale: 0% is enzyme alone, no compound; Potency, µM (titrated, usually from 57.5 µM), without a hit: top-dose activation, most hits filed as activators; 260,000 tested, 0.34% active; further: potency means the concentration at half of the fitted maximal effect; on the % scale 0 is the no-effect control and ±100 the full control effect; nearly all actives have a fitted effect of over 55% in size
#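 ATP formation by purified human PK-M2, quantified via coupled luciferase luminescence after 1 h at room temperature with 0.1 mM ADP and 0.5 mM PEP final.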
# ELG1 genotoxic = inducers of genotoxicity in HEK293T ELG1-luciferase cells; AID 504466; 330,000 tested, 1.3% active; HEK293T ELG1-luciferase reporter, luminescence, 16 h; Potency, µM (highest dose often 46 µM), without a hit: at the top dose activity change, positive = activation, most hits filed as activators; further: potency means the concentration at half of the fitted maximal effect; % of control where 0% means no effect; nearly all actives have a fitted effect of over 60% in size
#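 DMSO vehicle served as control against compound-treated ELG1-luciferase HEK293T cells; exposure lasted 16 hr at 37 °C and 5% CO2, followed by ONE-Glo luminescence detection after 30 min.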
# Menin-MLL TR inh = menin-MLL binding inhibition, Texas Red mutant peptide; O00255; Menin + Texas Red MLL mutant peptide, fluorescence polarization; Potency, µM (series often up to 61.6 µM), for inactives: at the highest dose FP activity change, negative = inhibition, actives largely listed as inhibitors; 270,000 tested, 0.23% active; active means well fitted inhibition curve with a large enough effect in the polarisation, with a control signal flat, not every such curve was filed as active; inconclusive means small, poorly fitted or top-dose-only effect, or effect the other way, or a change in a side signal; inactive means no such curve, though single readings can be large or run the other way; the % refers to the polarisation; further: potency means the concentration at half of the fitted maximal effect; % of control where 0% means no effect; many of its hits are not listed in these tables
# Target sequence (O00255 whole entry, looked up): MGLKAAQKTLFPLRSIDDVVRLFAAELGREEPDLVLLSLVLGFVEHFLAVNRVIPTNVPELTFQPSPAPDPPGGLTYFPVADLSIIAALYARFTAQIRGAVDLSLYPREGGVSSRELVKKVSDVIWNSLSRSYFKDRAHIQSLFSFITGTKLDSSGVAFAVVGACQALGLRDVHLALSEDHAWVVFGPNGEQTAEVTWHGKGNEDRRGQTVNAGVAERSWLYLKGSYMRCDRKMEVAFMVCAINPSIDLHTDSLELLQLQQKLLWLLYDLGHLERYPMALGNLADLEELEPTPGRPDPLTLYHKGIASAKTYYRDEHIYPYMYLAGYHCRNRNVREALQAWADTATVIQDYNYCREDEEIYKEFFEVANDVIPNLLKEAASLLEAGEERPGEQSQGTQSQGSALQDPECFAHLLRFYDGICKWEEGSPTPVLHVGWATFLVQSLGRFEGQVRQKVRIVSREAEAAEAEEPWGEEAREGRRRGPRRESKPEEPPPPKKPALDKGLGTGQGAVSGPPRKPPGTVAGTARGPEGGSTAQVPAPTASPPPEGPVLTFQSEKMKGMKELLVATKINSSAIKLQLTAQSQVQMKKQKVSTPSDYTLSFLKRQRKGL
# NPC1 prom act = activators of NPC1 promoter. AID 485313. Potency, µM (highest dose often 9.22 µM), for the others: at the top dose activation, actives largely listed as activators. 320,000 tested, 2.4% active. Huh7 NPC1 promoter luciferase reporter, 24 h;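 further: potency means the concentration at half of the fitted maximal effect; % of control where 0% means no effect; nearly all actives have a fitted effect of over 60% in size; reporter is driven by a mutant NPC1 promoter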
#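 Readout is luciferase luminescence, reflecting NPC1 promoter activation in stably transfected Huh7 cells after 24 h compound exposure at 37 °C in reduced-serum medium with 10% FBS.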
# BRCA1 expr act = increases BRCA1 expression; MCF7-BRCA1-FFLuc reporter, luminescence, 48 h; response scale: scaled: vehicle 0%, 10 µM genistein 100%; Potency, µM (titrated, usually from 46.1 µM), inactives show at the top dose activation, usual class: activators; 380,000 tested, 1.1% active; further: potency means the concentration at half of the fitted maximal effect; nearly all actives have a fitted effect of over 80% in size; some results filed as inactive show a strong effect at the top dose
#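 Using MCF7 cells harboring a BRCA1 firefly luciferase reporter, plated 2 h before compound pinning, the screen measured luminescence after 48 h incubation. Responses were normalized to DMSO and 10 microM genistein, then fitted for concentration-effect.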
# p53 reactivator = re-activators of mutant p53; H1299 p53-A138V BP100-luciferase reporter, luminescence, 24 h; AID 504706; Potency, µM (series often up to 92.2 µM), for the others: at the top dose activity change, positive = activation, actives largely listed as activators; 320,000 tested, 0.063% active; further: potency means the concentration at half of the fitted maximal effect; % of control where 0% means no effect; nearly all actives have a fitted effect of over 45% in size
#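 H1299 (p53-null), stable ts p53-A138V + BP100-Luc; 1000 cells/well, Opti-MEM/10% FBS; cpd 4 pt, 1:5; 24 h, 37 deg C, 5% CO2; detection reagent 10 min RT; luminescence.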
# RORgamma inh = inhibitors of mouse ROR gamma transcriptional activity; P51450; 310,000 tested, 5.4% active; Drosophila S2 Gal4-RORgamma UAS-luciferase reporter, 20 h; Potency, µM (top dose mostly 53.6 µM), inactives show top-dose activity change, negative = inhibition, usual class: inhibitors; AID 2551; further: potency means the concentration at half of the fitted maximal effect; on the % scale 0 is the no-effect control and ±100 the full control effect; nearly all actives have a fitted effect of over 60% in size
# Target sequence (P51450 whole entry, looked up, the tested form may be a part): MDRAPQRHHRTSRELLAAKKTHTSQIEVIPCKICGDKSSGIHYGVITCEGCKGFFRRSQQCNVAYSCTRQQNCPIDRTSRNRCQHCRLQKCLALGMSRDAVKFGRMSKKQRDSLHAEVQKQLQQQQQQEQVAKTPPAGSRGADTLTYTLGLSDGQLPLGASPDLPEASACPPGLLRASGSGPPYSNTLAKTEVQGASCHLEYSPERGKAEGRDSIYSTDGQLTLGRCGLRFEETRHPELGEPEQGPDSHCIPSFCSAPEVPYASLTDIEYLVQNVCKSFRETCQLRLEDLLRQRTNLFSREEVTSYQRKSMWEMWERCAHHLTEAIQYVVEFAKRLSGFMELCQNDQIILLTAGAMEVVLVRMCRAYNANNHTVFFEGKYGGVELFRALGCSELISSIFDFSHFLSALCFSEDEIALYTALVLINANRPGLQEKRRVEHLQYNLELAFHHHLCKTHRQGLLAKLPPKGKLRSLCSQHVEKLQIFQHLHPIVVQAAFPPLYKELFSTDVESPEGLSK
#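 Compounds are pin-transferred onto Drosophila Schneider cells expressing a copper-inducible Gal4–ROR gamma transactivation domain fusion. After 1 hr, copper sulfate is added to 700 uM final; luciferase is read 20 hr later.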
# Gal4-VP16 FLuc = counter-screen for ROR gamma inhibitors: Gal4-VP16 reporter; Potency, µM (doses to about 53.6 µM), inactives show top-dose activity, negative = inhibition, most hits filed as inhibitors; 310,000 tested, 3.5% active; Drosophila S2 Gal4-VP16 UAS-luciferase, luminescence, 20 h;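 further: Gal4-VP16 expression switched on by copper sulfate through the metallothionein promoter; potency means the concentration at half of the fitted maximal effect; on the % scale 0 is the no-effect control and ±100 the full control effect; nearly all actives have a fitted effect of over 50% in size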
# Rab9 prom act = Rab9 promoter activation. Huh7 Rab9 promoter-luciferase reporter, luminescence, 24 h. 320,000 tested, 2.8% active. AID 485297. Potency, µM (titrated, usually from 9.22 µM), for inactives: at the top dose activation, negative = inhibition, usual class: activators; further: potency means the concentration at half of the fitted maximal effect; % of control where 0% means no effect; nearly all actives have a fitted effect of over 60% in size
#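 Rab9 promoter-driven luciferase in stably transfected Huh7 cells; 1500 cells/well rested 2 h, exposed to compound in DMSO for 24 h at 37 °C, 5% CO2. Luminescence read 10 min after adding luciferase reagent at ambient temperature.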
# Giardia kill = Giardia lamblia killing; Giardia lamblia trophozoite viability; activity change, % at 7.66 µM, hits read low; 340,000 tested, 0.15% active; AID 540267; in the data active means activity change below about -80%; inconclusive means between about -30% and that limit;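 further: parasites exposed to compound for two days anaerobically before the ATP read; on the % scale 0 is the no-effect control and ±100 the full control effect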
#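 Luminescent ATP signal served as the viability read-out, measured 15-30 min after adding ATP detection reagent to trophozoites that had been incubated with compounds for 48 hrs at 37 deg C anaerobically at 100 cells/well.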
# An asterisk follows results filed as active; ? = inconclusive; . = not tested or not shown; & = joins results of further samples; [ ] = another dose, or the depositor's remark. Unless noted, the call rests on the fitted dose curve; in most records, active means well fitted curve in the direction sought with a large enough effect; inconclusive means small, poorly fitted or top-dose-only effect, or another doubt; inactive means no such curve, though single readings can be large; an effect the other way counts as inactive or inconclusive. These rows are one share of the data. The share of hits here may be higher or lower than overall.
SMILES,FLuc counter,PKM2 act,ELG1 genotoxic,Menin-MLL TR inh,NPC1 prom act,BRCA1 expr act,p53 reactivator,RORgamma inh,Gal4-VP16 FLuc,Rab9 prom act,Giardia kill
CCOC(=O)CSc1cc(C)c(C#N)c2nc3ccccc3n12,3%,2%,0%,5%,1%,5%,-2%,-34%,3%,-1%,-1
Cc1cc(F)ccc1S(=O)(=O)N1CCCOC1CNC(=O)C(=O)NCc1ccncc1 (configuration not stated),3%,0%,3%,.,1%,-35%,-6%,-2%,7%,2%,2
CCc1ccc(CCC(=O)Nc2ccc(C)c(C)c2)o1,?,-4%,?,-2%,1%,23%,21%,-16%,4%,-1%,-2
CCOC(=O)CN(C(=O)CSc1nnc(-c2ccncc2)n1CCCOC)c1ccccc1,1%,-7%,0%,-22%,-5%,0%,-10%,?,-15%,-6%,-15
O=c1[nH]cnc2c([N+](=O)[O-])cccc12,1%,1%,-1%,-10%,6%,-24%,2%,-13%,13%,-1%,-4
COc1cc(C(=O)Nc2nncs2)cc(OC)c1OC,3%,5%,13%,-5%,-4%,-29%,-2%,-16%,-1%,?,3
CS(=O)(=O)NNC(=O)c1sccc1OCc1ncc(C(F)(F)F)cc1Cl,0%,-36%,1%,.,-1%,14%,-3%,21%,-6%,2%,5
CN(C)c1nc(OCCNC(=O)Nc2ccc(Cl)cc2)nc(N(C)C)n1,-3%,10%,-8%,?,-5%,-5%,-5%,-3%,-6%,-3%,13
CN(C)CCNC(=O)COc1cccc2c1OC(C)(C)C2,-4%,-4%,2%,6%,-2%,2%,-1%,-1%,2%,-1%,13
CCOc1ccc(CC(=O)OCn2nnc3ccccc3c2=O)cc1,-13%,-3%,2%,-25%,3%,-34%,-2%,-5%,-8%,-2%,-1
CCn1cc(/C=N\NC(=O)c2csc3ccccc23)c(C)n1,?,-10%,29%,0%,1%,32%,6%,20%,-4%,9%,7
COc1ccc2[nH]c3c4c(ccc3c2c1)C(=O)C=CC4=O,?,1.3µM*,5%,.,-14%,-93%[inhibitor],-13%,6.3µM*,8.9µM*,-50%[inhibitor],9
O=C(Nc1cc(Cl)ccc1-n1cncn1)c1ccc(Br)o1,-2%,.,1%,.,4%,-61%,4%,.,.,-1%,-8
CN(C)CCNC(=O)C(=O)NCC1OCCN1S(=O)(=O)c1ccc2c(c1)OCCO2 (configuration not stated),-2%,-2%,0%,.,2%,2%,-1%,-2%,4%,8%,-9
CC1CCCN(CCCNC(=O)c2nn(C)c3c2CS(=O)(=O)c2ccccc2-3)C1 (configuration not stated),1%,.,1%,.,-6%,1%,2%,-26%,-12%,0%,16
Clc1cccc(-c2nc(NCCN3CCOCC3)c3ccccc3n2)c1,-5%,6%,-11%,?,-6%,-3%,-5%,-11%,3%,-3%,7
O=C(c1cc(COc2c(F)cccc2F)on1)N1CCc2ccccc2C1,?,6%,3%,-6%,0%,32%,0%,18%,-5%,-1%,?
COCCn1c(SCc2ccc(F)cc2)nc2ccccc2c1=O,3%,6%,-8%,.,-5%,-2%,-18%,19%,-8%,-2%,-25
Cc1cc(N=Cc2c(O)n(-c3cccc(C(F)(F)F)c3)c(=O)c3ccccc23)no1,-7%,-7%,-2%,1%,-7%,-10%,-7%,6%,-1%,-2%,16
C=CCc1cccc(/C=N/NC(=O)CNc2ccccc2OC)c1O,-10%,20%,8%,?,-5%,-60%,12%,1.3µM*,-2%,-7%,-9
c1csc(-n2nc3ccccc3n2)c1,-17%,2%,1%,-5%,7%,14%,1%,-2%,2%,8%,23
N#C/C(=C/c1ccc(OCc2ccc(C(=O)O)cc2)cc1)C(=O)Nc1ccccc1,-4%,.,0%,27%,0%,-2%,-1%,-3%,25%,-4%,8
Cn1c(=O)oc2cc(S(=O)(=O)NCCC(=O)NCCc3ccccc3)ccc21,2%,2%,-9%,-5%,1%,6%,0%,6%,3%[0.365 µM],2%,12
Cc1cc(NC(=O)CCC(=O)N(Cc2ccco2)C2(C(=O)NC3CCCCC3)CCCCC2)no1,-2%,.,2%,.,4%,-7%,-3%,28%,-7%,0%,9
Cc1ccc(S(C)(=O)=NS(=O)(=O)c2cccc3nsnc23)cc1 (configuration not stated),-3%,3%,-3%,.,1%,-28%,0%,22%,3%,-1%,-2
COc1ccc(-c2nnc(NC(=O)c3ccco3)s2)cc1,1.5µM*,-8%,?,-16%,3.5µM*,?,?,-34%,-13%,0.79µM*,-2
O=C(CN1C(=O)c2ccccc2S1(=O)=O)Nc1ccc(S(=O)(=O)Nc2ncccn2)cc1,0%,.,-7%,.,9%,1%,-2%,.,.,1%,12
O=[N+]([O-])c1ccc(C2CN=C(Nc3ccccc3)S2)cc1 (configuration not stated),?,7%,4%,?,16%,70%,20%,-15%,17%,20%,-27
O=C1CC(c2ccc(S(=O)(=O)Nc3cc(C(F)(F)F)cc(C(F)(F)F)c3)cc2)CN1 (configuration not stated),6%,1%,5%,.,1%,7%,-9%,-3%,0%,-4%,17
CC(C)CCC(CC(C)O)C(=O)NNC(=S)Nc1ccccc1 (configuration not stated),-3%,0%,1%,.,-5%,-10%,0%,-30%,-8%,-1%,-3

# Arranged by value in NPC1 prom act (ascending): some entries from above
Molecule	NPC1 prom act
CC1CCCN(CCCNC(=O)c2nn(C)c3c2CS(=O)(=O)c2ccccc2-3)C1 (configuration not stated)	-6%
CS(=O)(=O)NNC(=O)c1sccc1OCc1ncc(C(F)(F)F)cc1Cl	-1%
CCOC(=O)CSc1cc(C)c(C#N)c2nc3ccccc3n12	1%

# Next records follow.
SMILES,FLuc counter,PKM2 act,ELG1 genotoxic,Menin-MLL TR inh,NPC1 prom act,BRCA1 expr act,p53 reactivator,RORgamma inh,Gal4-VP16 FLuc,Rab9 prom act,Giardia kill
CCCOc1ccc(C2=NNC(=O)CC2)cc1,?,1%,16%,10%,16%,97%,-20%,-3%,1%,20%,-11
CC(C)(C)c1ccc(C(=O)N2CCN(CCNC(=O)C(=O)NCc3ccc(Cl)cc3)CC2)cc1,2%,2%,-8%,?,-4%,-47%,.,.,.,-10%,-8
CC(=O)c1cc(-c2ccccc2)n(CCC(=O)NC2CCCCCCC2)c1C,1%,1%,0%,-2%,-3%,-79%,-3%,28%,-15%,-1%,66[activator]
COc1cc(OC)c(OC)cc1NC(=O)CC1COc2ccccc2O1 (configuration not stated),2%,5%,4%,19%,2%,-14%,-8%,25%,11%,-8%,2
O=C(Nc1cccc(Cl)c1)N1CCCC1,-3%[2.3 µM],-12%,1%,?,-4%,-7%,-4%,19%,-2%,4%,7
COC(=O)c1sc(NC(=S)NC(=O)c2cccc(Br)c2)nc1C,13µM*,-8%,14%,?,-4%,0%,6%,?,?,3%,33[activator]
CC(C)(C)c1ccc(-c2cn(-c3ccc(Br)cc3)c3[n+]2CCCS3)cc1,-2%,-10%,-13%,?,-30%[inhibitor],-82%,-10%,7.1µM*,7.9µM*,-40%[inhibitor],29
Fc1ccc(C2CC(c3ccco3)=Nc3ccccc3S2)cc1 (configuration not stated),-12%,-10%,-1%,0%,6%,-21%,-5%,?,10%,2%,6
O=c1[nH]c(=S)[nH]nc1Cc1ccc(Cl)c(Cl)c1,4%,.,-5%,-4%,-4%,-17%,3%,-6%,-9%,0%,-1
Cn1c(=O)c(-c2ccccc2)c(O)c2ccccc21,?,-15%,-4%,2%&14%,0%,9%,-7%,14%&32%,-2%&-8%,5%,-15
O=C1N(C2CCCC2)C[C@@H]2C[C@@H](c3cccn3-c3nccs3)N3CCC[C@@]123,-2%,2%,-1%,3%,-2%,-1%,1%,3%,-12%,0%,36[activator]
Cc1cccc(NS(=O)(=O)c2nnc(NC(=O)c3ccc(Cl)cc3)s2)c1,?,3%,0%,?,-2%,9%,12%,27%,-1%,-1%,-2
O=S1(=O)CC(O)C(N=Nc2c(O)n(Cc3ccccc3)c3ccccc23)C1 (configuration not stated),3%,-4%,4%,.,0%,-29%,-1%,6%,1%,-8%,23
Fc1ccc(CN(Cc2ccccc2)C(c2cccs2)c2nnnn2C2CCCCC2)cc1 (configuration not stated),2%[2.3 µM],-4%,-11%,-4%,1%,-64%,1%,?,?,1%,-13
Cc1cc(Br)ccc1NC(=O)CNC(=O)CSc1n[nH]c(N)n1,0%,0%,-3%,4%,-6%,16%,7%,16%,-5%,4%,6
CCn1cnc2sc(C(=O)N3CCN(Cc4ccc5c(c4)OCO5)CC3)c(C)c2c1=O,8%,-4%,0%,4%,1%,.,-7%,-10%,-10%,0%,.
CC(C)CC(=O)N1CCN(Cc2cccc([N+](=O)[O-])c2)CC1,-1%,-14%,-2%,3%,-3%,1%,8%,9%,0%,-9%,-25

# Assay outcomes as filed in PubChem.
